aSyn rescue = alpha-synuclein toxicity inhibition in yeast; 370,000 tested, 0.14% active; AID 652106; Yeast expressing alpha-synuclein, growth rescue, BacTiter-Glo, 24 h; Potency, µM (doses to about 46.1 µM), for the others: at the top dose growth rescue (activation), usual class: activators; further: potency means the concentration at half of the fitted maximal effect; % of control where 0% means no effect; nearly all actives have a fitted effect of over 65% in size
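Rescue of yeast growth: cells expressing toxic alpha-synuclein, induced in galactose at OD600 0.02, incubated with compound 24 h at 30 C. ATP luminescence quantified growth; inhibitors of toxicity appear as activators.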
TDP-43 yeast inh = rescues yeast growth from TDP-43 toxicity; TDP-43 expressing yeast growth rescue, BacTiter-Glo, 24 h; Potency, µM (series often up to 46.1 µM), for inactives: top-dose growth rescue (activation), usual class: activators; 410,000 tested, 1.8% active; AID 652104; further: potency means the concentration at half of the fitted maximal effect; % of control where 0% means no effect; nearly all actives have a fitted effect of over 50% in size
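Growth rescue of TDP-43-toxic yeast measured as ATP luminescence (BacTiter-Glo). Cells grown to mid-log in raffinose, induced in galactose at OD600=0.02, exposed to compound 24 hr at 30 deg C.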
Abeta yeast res = compounds reversing amyloid beta toxicity in yeast; Potency, µM (titrated, usually from 46.1 µM), inactives show at the top dose growth rescue, hits mostly activators; yeast expressing A-beta42, growth rescue, OD600, 48 h; response scale: 0% DMSO, 100% iron-clioquinol control; 410,000 tested, 0.063% active; further: potency means the concentration at half of the fitted maximal effect; nearly all actives have a fitted effect of over 55% in size
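Growth rescue measured by 600 nm absorbance after 48 h yeast culture at 30 C with compound. Values normalized between DMSO and an equimolar ferric chloride plus clioquinol control.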
GLP1R inv ag = GLP-1 receptor (human) inverse agonism; P43220; HEK293 GLP-1R CRE-luciferase, luminescence, 24 h; GLP-1R form is constitutively active; Potency, µM (doses to about 38.3 µM), for inactives: top-dose activity change, negative = inhibition, most hits filed as inhibitors; 410,000 tested, 1.6% active; AID 624417; further: potency means the concentration at half of the fitted maximal effect; on the % scale 0 is the no-effect control and ±100 the full control effect; nearly all actives have a fitted effect of over 55% in size
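Using stably transfected HEK293 (constitutively active GLP-1R, cAMP-luciferase reporter), compounds were incubated 24 hr and luciferase measured by luminescence.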
FUS suppressor = suppressors of FUS proteinopathy in yeast. S. cerevisiae FUS-expressing, growth rescue, OD600, 24 h. Potency, µM (top dose mostly 76.6 µM), inactives show at the highest dose growth rescue (activation), most hits filed as activators. 390,000 tested, 0.24% active;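 further: potency means the concentration at half of the fitted maximal effect; plate controls were DMSO vehicle for no effect and reference control for full effect; nearly all actives have a fitted effect of over 55% in size; some results filed as inactive show a strong effect at the top dose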
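Absorbance at 600 nm, taken 24hr after compound addition, measured rescue of FUS-yeast growth at 30C. Induction used 2% galactose with seeding at OD 0.005. Controls: CP55940 from 92uM final, DMSO only.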
GLP-1R agonist = activates the human GLP-1 receptor; P43220; HEK293 GLP-1R CRE-luciferase, luminescence, 4-6 h; cells express a hypersensitive GLP-1R form; Potency, µM (titrated, usually from 45.6 µM), for the others: at the highest dose activation, most hits filed as activators; 380,000 tested, 0.007% active; further: potency means the concentration at half of the fitted maximal effect; % of control where 0% means no effect
PTHR1 agonist = PTHR1 (human) receptor agonism | HEK293 GP2 PTHR1 cells, GloSensor cAMP luminescence, 1 h | Potency, µM (top dose mostly 115 µM), inactives show at the top dose activation, hits mostly activators | 410,000 tested, 0.075% active; further: potency means the concentration at half of the fitted maximal effect; nearly all actives have a fitted effect of over 55% in size; some results filed as inactive show a strong effect at the top dose; inactives centre near -15; many of its hits are not listed in these tables
Target sequence (Q03431 whole entry, looked up): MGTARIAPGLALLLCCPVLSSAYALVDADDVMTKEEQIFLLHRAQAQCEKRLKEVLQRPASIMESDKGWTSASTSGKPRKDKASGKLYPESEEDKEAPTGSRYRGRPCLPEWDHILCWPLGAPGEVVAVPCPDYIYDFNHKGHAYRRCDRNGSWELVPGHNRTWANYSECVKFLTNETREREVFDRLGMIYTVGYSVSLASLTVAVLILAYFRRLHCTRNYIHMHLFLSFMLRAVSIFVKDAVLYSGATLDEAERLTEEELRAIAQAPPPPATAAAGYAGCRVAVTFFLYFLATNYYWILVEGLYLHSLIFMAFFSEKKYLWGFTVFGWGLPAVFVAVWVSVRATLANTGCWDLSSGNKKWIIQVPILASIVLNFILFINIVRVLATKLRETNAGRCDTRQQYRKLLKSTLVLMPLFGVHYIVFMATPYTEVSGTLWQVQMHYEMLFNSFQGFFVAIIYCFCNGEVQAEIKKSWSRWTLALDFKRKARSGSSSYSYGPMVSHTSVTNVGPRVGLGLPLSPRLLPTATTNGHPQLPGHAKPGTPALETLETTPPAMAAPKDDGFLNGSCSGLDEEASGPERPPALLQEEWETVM
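HEK-293-derived GP2 cells expressing PTHR1 and a GloSensor cAMP reporter, 3,000/well, plated overnight, given luciferin plus IBMX (each 0.5 mM as added) for 1 h at 37 °C, then compound for 1 h at 37 °C. Luminescence was read after 15 min at room temperature.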
pAkt inh = inhibitors of Akt phosphorylation. Neuro2A IGF-stimulated pAkt S473 HTRF, 20 min; hits give low values. activity change, % for hits at 50 µM. 360,000 tested, 0.32% active. AID 651550; in the data active means activity change below about -80%; inconclusive means mostly about -51% to -80%; further: on the % scale 0 is the no-effect control and ±100 the full control effect
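Neuro2A cells (4,500/well, DMEM with 0.5% FBS) were treated with compound at a single 50 µM final concentration, stimulated with 6 nM IGF for 20 min at 37 °C, and lysed. Phospho-Akt Ser473 was read by HTRF as 665/615 ratio ×10^4.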
D3 antag = D3 dopamine receptor (human) antagonism; 360,000 tested, 2.5% active; AID 652054; D3R cells, DiscoveRx beta-arrestin luminescence, antagonist mode; hits give low values; max response, negative = inhibition, %; in the data active means max response below about -50%; inconclusive means no clear call, values can overlap the other calls; further: on the % scale 0 is the no-effect control and ±100 the full control effect; mostly tested at two doses, the higher about 12 µM
Target sequence (P35462 whole entry, looked up): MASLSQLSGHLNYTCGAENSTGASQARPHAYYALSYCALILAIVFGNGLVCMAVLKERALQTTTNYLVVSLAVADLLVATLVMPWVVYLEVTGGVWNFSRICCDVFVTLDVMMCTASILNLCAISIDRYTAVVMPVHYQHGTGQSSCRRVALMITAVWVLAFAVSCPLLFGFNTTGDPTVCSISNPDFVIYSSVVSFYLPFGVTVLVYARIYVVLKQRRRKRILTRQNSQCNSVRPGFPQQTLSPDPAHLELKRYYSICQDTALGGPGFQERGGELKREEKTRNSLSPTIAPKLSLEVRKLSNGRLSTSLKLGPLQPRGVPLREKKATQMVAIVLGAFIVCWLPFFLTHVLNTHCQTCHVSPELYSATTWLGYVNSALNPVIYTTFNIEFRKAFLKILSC
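Cells expressing the human receptor were seeded at 1500 cells/well, incubated overnight at 37 degrees C in 5% CO2, then exposed to library compounds with dopamine controls for 90 minutes at 37 degrees C before luminescent detection.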
An asterisk follows results filed as active; & = joins results of further samples; [ ] = remark or other dose. Unless noted, the call rests on the fitted dose curve; in most records, active means well fitted curve in the direction sought with a large enough effect; inconclusive means small, poorly fitted or top-dose-only effect, or another doubt; inactive means no such curve, though single readings can be large; an effect the other way counts as inactive or inconclusive. The list is partial. The share of hits here may be higher or lower than overall.

The opening 4 records as a preview:
How did CCOC(=O)C1=C(C)Nc2ccccc2N/C1=N\S(=O)(=O)c1ccccc1 do in these assays?
aSyn rescue: -12%; TDP-43 yeast inh: -18%; Abeta yeast res: -2%; GLP1R inv ag: -1%; FUS suppressor: 9%; GLP-1R agonist: 0%; PTHR1 agonist: -20%; pAkt inh: inactive; D3 antag: 31

What do the screens show for `N#C/C(=C/c1ccc(OCc2ccccc2)cc1)C(=O)NC1CCCCC1`?
aSyn rescue: -2%; TDP-43 yeast inh: -10%; Abeta yeast res: 3%; GLP1R inv ag: 27%; FUS suppressor: 1%; GLP-1R agonist: -8%; PTHR1 agonist: inactive; pAkt inh: inactive; D3 antag: -7

What do the screens show for `CCOC(=O)COc1cc(O)c2c(=O)cc(-c3ccccc3)oc2c1`?
aSyn rescue: 2%; TDP-43 yeast inh: 12%; Abeta yeast res: 0%; GLP1R inv ag: 20%; FUS suppressor: -1%; GLP-1R agonist: 13%; PTHR1 agonist: inactive; pAkt inh: inactive; D3 antag: 7

How did c1ccc(-c2nc3ccccc3c3nncn23)cc1 do in these assays?
aSyn rescue: 0%; TDP-43 yeast inh: inconclusive; Abeta yeast res: -14%; GLP1R inv ag: 19%; FUS suppressor: -9%; GLP-1R agonist: 2%; PTHR1 agonist: -4%; pAkt inh: inactive; D3 antag: 20

The list itself, repeating the preview:
How did CCOC(=O)C1=C(C)Nc2ccccc2N/C1=N\S(=O)(=O)c1ccccc1 do in these assays?
aSyn rescue: -12%; TDP-43 yeast inh: -18%; Abeta yeast res: -2%; GLP1R inv ag: -1%; FUS suppressor: 9%; GLP-1R agonist: 0%; PTHR1 agonist: -20%; pAkt inh: inactive; D3 antag: 31

What do the screens show for `N#C/C(=C/c1ccc(OCc2ccccc2)cc1)C(=O)NC1CCCCC1`?
aSyn rescue: -2%; TDP-43 yeast inh: -10%; Abeta yeast res: 3%; GLP1R inv ag: 27%; FUS suppressor: 1%; GLP-1R agonist: -8%; PTHR1 agonist: inactive; pAkt inh: inactive; D3 antag: -7

What do the screens show for `CCOC(=O)COc1cc(O)c2c(=O)cc(-c3ccccc3)oc2c1`?
aSyn rescue: 2%; TDP-43 yeast inh: 12%; Abeta yeast res: 0%; GLP1R inv ag: 20%; FUS suppressor: -1%; GLP-1R agonist: 13%; PTHR1 agonist: inactive; pAkt inh: inactive; D3 antag: 7

How did c1ccc(-c2nc3ccccc3c3nncn23)cc1 do in these assays?
aSyn rescue: 0%; TDP-43 yeast inh: inconclusive; Abeta yeast res: -14%; GLP1R inv ag: 19%; FUS suppressor: -9%; GLP-1R agonist: 2%; PTHR1 agonist: -4%; pAkt inh: inactive; D3 antag: 20

What do the screens show for `COc1ccccc1/C=C/CN1CCCC(CCC(=O)NCc2ccc(F)c(F)c2)C1` (configuration not stated)?
aSyn rescue: 5%; TDP-43 yeast inh: 1%; Abeta yeast res: 1%; GLP1R inv ag: inconclusive; FUS suppressor: 2%; GLP-1R agonist: -2%; PTHR1 agonist: inactive; pAkt inh: inactive; D3 antag: -66*

What do the screens show for `CCOc1cc(/C=N/NC(=O)C(C)Sc2ccccn2)ccc1O` (configuration not stated)?
aSyn rescue: -1%; TDP-43 yeast inh: 16%; Abeta yeast res: 30%; GLP1R inv ag: 29%; FUS suppressor: 3%; GLP-1R agonist: inconclusive; PTHR1 agonist: inactive; pAkt inh: inactive; D3 antag: 1

Results for CCOc1ccc(S(=O)(=O)N2Cc3ccccc3CC2C(=O)O)cc1 (configuration not stated) ?
aSyn rescue: 6%; TDP-43 yeast inh: -8%; Abeta yeast res: -7%; GLP1R inv ag: -20%; FUS suppressor: inconclusive; GLP-1R agonist: -3%; PTHR1 agonist: -10%; pAkt inh: inactive; D3 antag: 22

Results for CSc1nc(Cc2ccccc2)nc2ccccc12 ?
aSyn rescue: 5%; TDP-43 yeast inh: 12%; Abeta yeast res: -6%; GLP1R inv ag: -25%; FUS suppressor: 14%; GLP-1R agonist: 19%; PTHR1 agonist: inactive; pAkt inh: inactive; D3 antag: -5

How did O=C(NC1(C(F)(F)F)C(=O)Nc2c1c(=O)[nH]c(=O)n2Cc1ccco1)C1CC1 (configuration not stated) do in these assays?
aSyn rescue: 0%; TDP-43 yeast inh: -4%; Abeta yeast res: -10%; GLP1R inv ag: -10%; FUS suppressor: -5%; GLP-1R agonist: 4%; PTHR1 agonist: inactive; pAkt inh: inactive; D3 antag: 7

What do the screens show for `Cc1cc(C)c(C(=O)CSc2nnc(C)s2)c(C)c1`?
aSyn rescue: 14%; TDP-43 yeast inh: 20%; Abeta yeast res: 11%; GLP1R inv ag: -23%; FUS suppressor: -10%; GLP-1R agonist: 8%; PTHR1 agonist: -9%; pAkt inh: inactive; D3 antag: 17

How did Cc1nc2nncn2c(N2CCN(c3ccccc3)CC2)c1C do in these assays?
TDP-43 yeast inh: inconclusive; Abeta yeast res: 7%; GLP1R inv ag: 5%; FUS suppressor: 3%; PTHR1 agonist: -11%

Results for Cc1cc(C)cc(C(=O)OCC(=O)NCc2ccco2)c1 ?
aSyn rescue: 16%; TDP-43 yeast inh: -8%; Abeta yeast res: 3%; GLP1R inv ag: -28%; FUS suppressor: 26%; GLP-1R agonist: 12%; PTHR1 agonist: -1%; pAkt inh: inactive; D3 antag: -3

How did O=C(Nc1cccc(Cl)c1Cl)c1csc([C@H]2C[C@H](O)[C@@H](CO)O2)n1 do in these assays?
aSyn rescue: 2%; TDP-43 yeast inh: -4%; Abeta yeast res: -13%; GLP1R inv ag: 13%; FUS suppressor: 5%; GLP-1R agonist: 11%; PTHR1 agonist: -53%[inhibitor]; D3 antag: 9

How did Cc1noc(NS(=O)(=O)c2ccc(NC(=O)c3ccoc3C)cc2)c1C do in these assays?
aSyn rescue: 10%; TDP-43 yeast inh: 4%; Abeta yeast res: 6%; GLP1R inv ag: -11%; FUS suppressor: 21%; GLP-1R agonist: 2%; PTHR1 agonist: -19%[57.5 µM]; pAkt inh: inactive; D3 antag: 2

Results for COc1ccc(/C(O)=C2/C(=O)C(=O)N(c3ncccn3)C2c2ccc(OC)c(OC)c2)cc1 (configuration not stated) ?
aSyn rescue: -3%; TDP-43 yeast inh: -7%; Abeta yeast res: 16%; GLP1R inv ag: 0%; FUS suppressor: -13%; GLP-1R agonist: 3%; PTHR1 agonist: 3%; pAkt inh: inactive; D3 antag: 12

Results for COc1cc(C2=NOC(C(=O)Nc3cccnc3)C2)cc(OC)c1OC (configuration not stated) ?
aSyn rescue: 1%; TDP-43 yeast inh: -7%; Abeta yeast res: -1%; GLP1R inv ag: 34%[activator]; FUS suppressor: 4%; GLP-1R agonist: 9%; PTHR1 agonist: inactive; pAkt inh: inactive; D3 antag: 12

What do the screens show for `Cn1ncc(Cl)c1C(=O)NC(=S)Nc1sc2c(c1C#N)CCCCC2`?
aSyn rescue: -1%; TDP-43 yeast inh: 27%; Abeta yeast res: -13%; GLP1R inv ag: 39%[activator]; FUS suppressor: -6%; GLP-1R agonist: -7%; PTHR1 agonist: -13%[57.5 µM]; pAkt inh: inactive; D3 antag: 22

How did O=C(COc1ccc(F)cc1)OCCN1CCOCC1 do in these assays?
aSyn rescue: 3%; TDP-43 yeast inh: 0%; Abeta yeast res: 13%; GLP1R inv ag: 7%; FUS suppressor: -13%; GLP-1R agonist: -8%; PTHR1 agonist: inactive; pAkt inh: inactive; D3 antag: 6

Results for COc1ccccc1-n1c(SCC(=O)Nc2cc(C)on2)nc2c(c1=O)SCC2 ?
aSyn rescue: 5%; TDP-43 yeast inh: 27%; Abeta yeast res: 17%; GLP1R inv ag: -11%; FUS suppressor: -24%; GLP-1R agonist: -5%; PTHR1 agonist: -13%; pAkt inh: inactive; D3 antag: -1

Results for O=C(Nc1cccc(NC(=O)c2ccccc2F)c1)c1ccccc1 ?
aSyn rescue: -5%; TDP-43 yeast inh: 5%&8%; Abeta yeast res: 7%&-9%; GLP1R inv ag: 3%&-3%; FUS suppressor: 6%&-21%; GLP-1R agonist: 8%; PTHR1 agonist: inactive; pAkt inh: inactive; D3 antag: -6

What do the screens show for `Cc1cccc(-n2c(CNC(=O)COc3ccccc3)nnc2SCC(=O)Nc2nccs2)c1`?
aSyn rescue: 2%; TDP-43 yeast inh: -2%; Abeta yeast res: -3%; GLP1R inv ag: -12%; FUS suppressor: 44%; GLP-1R agonist: 0%; PTHR1 agonist: -26%[57.5 µM]; pAkt inh: inactive; D3 antag: -19

How did COc1ccccc1-c1coc2c(CN(C)C)c(O)ccc2c1=O do in these assays?
aSyn rescue: -3%; TDP-43 yeast inh: 11%; Abeta yeast res: -4%; GLP1R inv ag: 0%; FUS suppressor: 17%; GLP-1R agonist: -7%; PTHR1 agonist: -1%; pAkt inh: inactive; D3 antag: -20

How did O=C(COc1ccccc1)NCC(=O)Nc1cccc2ccccc12 do in these assays?
aSyn rescue: 4%; TDP-43 yeast inh: 15%; Abeta yeast res: -8%; GLP1R inv ag: -9%; GLP-1R agonist: -3%; PTHR1 agonist: inactive; pAkt inh: inactive; D3 antag: 14

How did O=C(COC(=O)c1cc(=O)c2ccccc2o1)Nc1cc(Cl)ccc1Cl do in these assays?
aSyn rescue: -6%; TDP-43 yeast inh: 1%; Abeta yeast res: -7%; GLP1R inv ag: 17%; GLP-1R agonist: -7%; PTHR1 agonist: 9%; pAkt inh: inactive; D3 antag: 5

What do the screens show for `COCCNCCCOc1ccc(Br)cc1Cl`?
aSyn rescue: -3%; TDP-43 yeast inh: -6%; Abeta yeast res: 11%; GLP1R inv ag: 0%; GLP-1R agonist: 7%; PTHR1 agonist: 14%; pAkt inh: inactive; D3 antag: -78*

Screens deposited in PubChem by National Center for Advancing Translational Sciences (NCATS).
